# TcdB GH inh: TcdB glycohydrolase inhibition | TcdB glycohydrolase enzymatic assay, plate reader | hit rate 0.24% among 350,000 | P18177 | inhibition, % at 9.99 µM; in the data active = inhibition above about 10%
# PfHsp40 yeast: rescue of PfHsp40-mediated yeast toxicity | growth rescue, % at 12.5 µM | AID 504582 | hit rate 0.68% among 340,000 | S. cerevisiae expressing PfHsp40, growth rescue, ATP luminescence; in the data active = growth rescue above about 28%, passing the limit was not always enough;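 also: yeast W303a lacking pdr1 and pdr3 grown in galactose medium; growth measured after three days at 30 °C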
# Mtb BioA inh: BioA (M. tuberculosis) enzyme inhibition; purified M. tuberculosis BioA enzyme, plate reader; inhibition, % at 9.99 µM; hit rate 0.096% among 360,000; AID 602481; in the data active = inhibition above about 40%
# Yp Topo-I inh: blocks Yersinia pestis topoisomerase I activity. activity, % at 10 µM. hit rate 0.064% among 360,000. AID 504884. Y. pestis Topo-I cleavage product accumulation, plate reader; in the data active = activity above about 50%, passing the limit was not always enough; also: inactives centre near 2
# BH1578 lux ind: inducers of Vibrio cholerae quorum light production without autoinducers. AID 588436. hit rate 0.16% among 350,000. activation, % at 18.7 µM. V. cholerae BH1578 lux reporter, luminescence, 6 h; in the data active = activation mostly above about 9.7%, no sharp cut-off; also: not every result past the cut was called active; inactives centre near 0; reference of the scale not given here
# GDH-TPI inh: counter-screen for M. tuberculosis FBA inhibitors: GDH-TPI coupled enzymes; GDH-TPI coupled enzyme counterscreen, NADH absorbance; inhibition, % at 4.8 µM; hit rate 1.2% among 360,000; AID 588335; in the data active = inhibition above about 30%;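 also: 0% = DMSO wells and 100% = wells lacking the enzyme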
# FBA Mtb inh: inhibitors of M. tuberculosis fructose-bisphosphate aldolase; purified M. tuberculosis FBA, fluorescence read-out; inhibition, % at 1 µM; hit rate 2.3% among 360,000; AID 588726; in the data active = inhibition above about 27%;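 also: 0% = vehicle and 100% = reference inhibitor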
# Target sequence (P9WQA3 whole entry, looked up): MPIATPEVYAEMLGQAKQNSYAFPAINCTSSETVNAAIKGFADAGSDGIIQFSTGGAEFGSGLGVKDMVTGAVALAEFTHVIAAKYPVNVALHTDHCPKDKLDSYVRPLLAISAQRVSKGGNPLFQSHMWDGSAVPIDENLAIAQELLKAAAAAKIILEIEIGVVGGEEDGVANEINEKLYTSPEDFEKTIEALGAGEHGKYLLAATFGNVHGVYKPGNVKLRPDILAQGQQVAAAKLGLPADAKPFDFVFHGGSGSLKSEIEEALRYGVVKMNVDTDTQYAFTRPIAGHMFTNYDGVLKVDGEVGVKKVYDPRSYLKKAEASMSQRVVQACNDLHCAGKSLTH
# Mtb UGM inh: inhibitors of M. tuberculosis UDP-galactopyranose mutase | purified UGM, fluorescence polarization probe displacement | hit rate 0.06% among 320,000 | P9WIQ1 | inhibition, % at 10 µM; in the data active = inhibition above about 10%, passing the limit was not always enough
# Target sequence (P9WIQ1 whole entry, looked up): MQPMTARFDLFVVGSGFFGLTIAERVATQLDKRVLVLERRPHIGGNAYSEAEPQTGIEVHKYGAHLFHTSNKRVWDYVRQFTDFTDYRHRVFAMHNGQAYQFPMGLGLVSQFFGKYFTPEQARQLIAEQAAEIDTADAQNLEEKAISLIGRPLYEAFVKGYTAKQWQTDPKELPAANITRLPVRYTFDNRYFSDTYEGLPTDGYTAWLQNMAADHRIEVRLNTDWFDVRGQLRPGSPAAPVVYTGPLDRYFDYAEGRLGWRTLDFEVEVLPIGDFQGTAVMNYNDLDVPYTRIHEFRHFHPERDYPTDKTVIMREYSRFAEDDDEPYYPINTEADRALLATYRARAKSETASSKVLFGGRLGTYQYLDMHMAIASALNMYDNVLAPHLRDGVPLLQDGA
# FadD28 binding: blocks FadD28 binding to the bisubstrate probe; hit rate 0.22% among 360,000; fluorescence polarization; inhibition, % at 12.5 µM; in the data active = inhibition above about 8.5%, passing the limit was not always enough
# Numbers without * were called inactive; i = inactive; . = not tested or not shown.
SMILES,TcdB GH inh,PfHsp40 yeast,Mtb BioA inh,Yp Topo-I inh,BH1578 lux ind,GDH-TPI inh,FBA Mtb inh,Mtb UGM inh,FadD28 binding
CN1CCN(CCc2nc3cc(NC(=O)COc4ccc([N+](=O)[O-])cc4)ccc3n2C)CC1,0.2,-0.7,-1.1,-6,-0.3,2,1,1.0,-1.7
COCC(C)NC(=O)CSc1nnc(-c2cccc(S(=O)(=O)N3CCCCC3)c2)o1 (centres undefined),1.0,-0.1,.,4,i,13,0,0.5,-1.9
Cc1cccc(NC(=O)c2ccc(COc3cccc4ccccc34)o2)n1,0.1,0.6,.,3,-0.2,6,1,2.2,1.4
COc1ccc(C(=O)C2CCCN(Cc3ccc(NC(C)=O)cc3)C2)cc1OC (centres undefined),0.8,-0.5,6.4,0,i,-1,2,-1.0,-0.3
Cc1ccc(-c2cc(C(=O)NC3CCCC3)no2)cc1,0.3,-1.9,-1.9,5,-0.3,-4,1,-0.8,1.6
Cc1ccc2nc(Cl)c(/C=N/Nc3nc(C)cc(C)n3)c(=O)n2c1,1.0,-0.2,-3.5,-3,-0.5,15,11,.,-1.0
COc1ccc(CNC(=O)c2cccnc2SC)cc1OC,6.6,0.4,.,-2,-0.3,-6,1,-2.9,-1.7
COc1ccc(S(=O)(=O)NCC2CCCN(CC(C)(C)C)C2)cc1 (centres undefined),1.1,0.0,0.8,8,-0.3,-4,2,-1.7,-2.0
Cc1cc(C)c(S(=O)(=O)N2CCN(C(=O)c3c(C)nn(-c4ccccc4)c3Cl)CC2)c(C)c1,3.0,0.3,-0.9,34,i,0,1,.,-0.6
CNC(=O)COC(=O)c1cc(F)c(F)cc1Cl,.,0.5,1.1,3,1.4,4,-1,-1.1,-2.0
CCOC(=O)N1CCN(CC(=O)c2ccc3c(c2)CCN3C(C)=O)CC1,0.2,0.0,4.2,-2,-0.2,17,2,-3.0,-7.3
O=C1CCN(Cc2ccccc2)S(=O)(=O)c2ccc(F)cc21,0.9,1.6,1.8,3,-0.9,14,3,-2.8,-1.7
CCSc1ccc2nnc(-c3ccc(F)cc3)n2n1,4.3,-0.8,5.5,4,-0.4,1,16,1.6,-2.5
CS(=O)(=O)Nc1ccc(Oc2ncccn2)cc1,1.5,-1.1,2.2,4,-0.4,-3,-2,-1.6,0.2
N#CC(=C1NC(=O)c2ccccc21)c1nc2ccccc2n1CCO,-5.2,.,0.0,6,i,19,-5,.,-3.8
C/C(CC(=O)Nc1ccc(N(C)C)cc1)=N\NC(=O)c1ccccc1O,-1.0,0.2,0.2,-8,0.5,21,0,1.6,-0.1
O=C(NNc1nc2c(F)cccc2s1)c1ccccc1,6.8,0.1,3.8,-5,i,-1,1,-0.1,-0.1
O=C(O)C(Cc1ccccc1)Nc1ccc([N+](=O)[O-])cc1[N+](=O)[O-] (centres undefined),1.6,5.0,0.1,-16,-0.3,13,-3,2.1,-2.9
COc1ccc2c(-c3ccccc3)cc(SCC(=O)NC3CCS(=O)(=O)C3)nc2c1 (centres undefined),0.5,4.7,0.6,20,i,10,10,-0.5,-3.2
Cc1ccc(NC(=O)CSc2nccn2Cc2ccccc2)cc1C,.,2.0,-2.3,6,-0.2,9,-4,-2.0,-1.7
Nc1nnc(SCc2ccc(F)cc2)n1-c1ccccc1,.,-0.5,-1.1,7,i,-5,1,0.8,-4.4
COC(=O)/C(C#N)=C/c1c(N2CCN(c3ccccc3)CC2)nc2c(C)cccn2c1=O,-0.8,1.1,-0.2,32,i,-1,-1,.,-3.7
COc1ccccc1CN1CCNC(=O)C1CC(=O)NCCCN1CCOCC1 (centres undefined),1.1,.,12,-2,i,1,2,.,-0.1
COC(=O)C1CCN(C(=O)COC(=O)C2CCN(S(=O)(=O)c3ccc4c(c3)OCCO4)CC2)CC1,0.1,-1.2,-0.1,12,i,2,5,-0.6,0.0
O=C(Nc1ccccc1Cl)OC1CCCCC1,-0.9,-1.0,-0.7,6,i,-3,-1,0.8,0.6
CN1CCN(C(=O)/C(C#N)=C/c2ccc(OC(F)F)cc2)CC1,0.9,-1.5,-0.7,-2,-0.5,5,-1,.,-2.8
CC(=O)N1CCN(C(=O)COc2ccc3oc4c(c3c2)CCCC4)CC1,0.8,0.4,1.4,14,-0.8,5,-1,0.1,-3.1
O=C(COc1ccccc1)N1CCN(c2ccc([N+](=O)[O-])c(N3CCCCC3)c2)CC1,0.9,3.7,-3.3,13,-0.4,-2,-6,-2.7,-2.2
CC(C)c1nnc(NC(=O)C2CCCO2)s1 (centres undefined),-0.4,-1.4,.,3,-0.1,-4,1,-0.2,-3.9
COC(=O)c1ccc(Nc2cc(C)nc3ccc(C)cc23)cc1,-0.1,-0.5,.,-3,-0.5,21,0,-2.2,-2.0
CCN(CC)CCCNC(=O)c1sc2ncn(CC(=O)Nc3ccc(C)c(Cl)c3)c(=O)c2c1C,1.0,0.6,.,-3,-0.3,14,3,-3.3,-5.0
CC(=O)N1c2ccc(S(=O)(=O)NCC3CCC(C(=O)NCc4ccc(C)o4)CC3)cc2CC1C (centres undefined),1.7,-0.6,-0.1,7,0.9,-7,1,-0.5,-2.6
COc1ccc(NC(=O)Cn2c(-c3ccc(OC)cc3)cn(-c3ccc(C)cc3)c2=O)cc1,.,-2.3,.,-2,i,9,0,0.7,-0.5
Cc1ccc(NC(=O)CNc2cc(S(=O)(=O)N3CCOCC3)ccc2N2CCOCC2)cc1S(=O)(=O)N(C)C,0.3,-0.6,-0.3,8,i,-3,0,-2.9,-3.0
Cc1ccc(NC(=O)c2ccc3c(c2)C(=O)N(Cc2cccnc2)C3=O)c(C)c1,0.2,1.8,.,13,1.4,-4,2,0.3,0.4
OCOCCCn1c(C2CCCN2c2nc(-c3ccc(F)cc3)cs2)nc2cc(Cl)c(N3CCCCC3)cc21 (centres undefined),0.5,1.1,-1.4,6,0.0,5,6,-2.1,-1.7
COc1ccccc1N1CCN(S(=O)(=O)c2c(C)[nH]c(C)c2C(=O)N2CCCC2)CC1,0.9,-0.3,-0.7,-6,-0.5,0,-1,1.3,-2.3
COc1cc(OC)cc(C(=O)NNC(=S)NC(=O)c2cccnc2)c1,2.8,0.5,-0.4,-4,-0.3,5,-3,-5.2,-3.5
CCC(Sc1nc2cc(OC)c(OC)cc2c(=O)n1Cc1ccco1)C(=O)NCCOC (centres undefined),.,-0.7,-0.4,-5,.,-5,-3,2.1,-2.6
C=CCNC(=S)NNC(=O)c1ccc(=O)n(Cc2ccccc2)c1,0.8,-1.0,.,8,-0.5,1,-2,3.7,-2.0

# A different layout for some results above:
# Sequence of screens – TcdB GH inh | PfHsp40 yeast | Mtb BioA inh | Yp Topo-I inh | BH1578 lux ind | GDH-TPI inh | FBA Mtb inh | Mtb UGM inh | FadD28 binding
- CCN(CC)CCCNC(=O)c1sc2ncn(CC(=O)Nc3ccc(C)c(Cl)c3)c(=O)c2c1C
    1.0 | 0.6 | . | -3 | -0.3 | 14 | 3 | -3.3 | -5.0
- O=C(COc1ccccc1)N1CCN(c2ccc([N+](=O)[O-])c(N3CCCCC3)c2)CC1
    0.9 | 3.7 | -3.3 | 13 | -0.4 | -2 | -6 | -2.7 | -2.2

# (further entries)
SMILES,TcdB GH inh,PfHsp40 yeast,Mtb BioA inh,Yp Topo-I inh,BH1578 lux ind,GDH-TPI inh,FBA Mtb inh,Mtb UGM inh,FadD28 binding
Cc1ccc(C(C)C)c(OCC(=O)N2CCN(CC(=O)N3CCOCC3)CC2)c1,-1.8,0.9,-4.7,3,i,4,-3,-1.4,-3.6
Cc1ccc(NC(=S)c2ccc3ccccc3n2)c(C)c1,0.4,0.9,-1.0,7,0.0,13,-2,0.4,1.5
CSCc1c(C(=O)NCCc2ccccn2)oc2ccccc12,-0.3,-1.8,-0.8,7,-0.5,-11,-9,-2.2,-6.0
COc1ccc(C(=O)N2CCN(Cc3ccccc3[N+](=O)[O-])CC2)cc1,1.0,0.7,-0.4,-3,0.9,14,-1,0.0,1.0
COc1ccc(C(NC(=O)CN2C(=O)NC3(CCc4ccccc43)C2=O)c2ccccc2)cc1 (centres undefined),-0.2,6.0,2.6,5,-1.2,-3,3,-2.9,-0.7
Cc1cc(=O)oc2cc(OCC(=O)NCCCN3CCCC3=O)c(Cl)cc12,0.5,-0.7,0.5,1,-0.4,6,6,3.0,-2.7
O=C1CN(S(=O)(=O)c2ccccc2C(F)(F)F)CCN1,1.2,-0.1,1.2,-6,-0.2,-1,1,-1.2,-0.9
O=C(O)c1ccc(COc2ccccc2/C=C2\NC(=O)N(Cc3ccccc3F)C2=O)cc1,1.0,-1.0,.,24,-0.6,10,6,0.9,-3.9
COc1ccc(NC2=Nc3ccccc3CC2)cc1,.,-0.7,-4.1,-10,i,21,0,-0.7,-0.3
c1ccc(-c2noc(CN3CCN(c4ccccc4)CC3)n2)cc1,-0.1,1.0,-0.7,15,-0.2,-6,-3,0.4,-3.6
COc1ccc(-c2nsc3c(N4CCCC4)ncnc23)cc1,.,-0.4,-0.5,5,-1.9,7,-3,-0.7,-1.5
COc1ccc(N2C(=O)/C(=C/c3ccco3)C(=O)NC2=S)cc1,-2.4,1.8,-1.2,-17,-0.5,5,1,-0.7,32*
Cc1cc(C(=O)CSc2nnc(C3CC3)n2C2CC2)c(C)n1C(C)C,2.6,0.5,-0.8,0,i,-1,3,2.2,0.1
C/C(=N\NC(=O)CCc1ccc(S(=O)(=O)N2CCOCC2)cc1)c1ccccc1Cl,1.6,1.2,0.7,3,-0.8,-2,-1,3.9,-1.5
Cn1c(=O)[nH]c(=O)c2c1nc(N1CCOCC1)n2CCSc1nc2ccccc2[nH]1,.,-0.2,-1.5,-6,-0.7,5,5,1.0,0.0
CCC(CC)C(=O)NCCc1cc2ccc(OC)cc2[nH]c1=O,.,-0.7,.,2,i,17,6,-1.7,-0.6

# Exported with values under each structure: twelve of the compounds above
# Sequence of screens – TcdB GH inh | PfHsp40 yeast | Mtb BioA inh | Yp Topo-I inh | BH1578 lux ind | GDH-TPI inh | FBA Mtb inh | Mtb UGM inh | FadD28 binding
COc1ccc(C(NC(=O)CN2C(=O)NC3(CCc4ccccc43)C2=O)c2ccccc2)cc1 (centres undefined)
    -0.2 | 6.0 | 2.6 | 5 | -1.2 | -3 | 3 | -2.9 | -0.7
Cc1cc(=O)oc2cc(OCC(=O)NCCCN3CCCC3=O)c(Cl)cc12
    0.5 | -0.7 | 0.5 | 1 | -0.4 | 6 | 6 | 3.0 | -2.7
O=C1CN(S(=O)(=O)c2ccccc2C(F)(F)F)CCN1
    1.2 | -0.1 | 1.2 | -6 | -0.2 | -1 | 1 | -1.2 | -0.9
O=C(O)c1ccc(COc2ccccc2/C=C2\NC(=O)N(Cc3ccccc3F)C2=O)cc1
    1.0 | -1.0 | . | 24 | -0.6 | 10 | 6 | 0.9 | -3.9
COc1ccc(NC2=Nc3ccccc3CC2)cc1
    . | -0.7 | -4.1 | -10 | i | 21 | 0 | -0.7 | -0.3
c1ccc(-c2noc(CN3CCN(c4ccccc4)CC3)n2)cc1
    -0.1 | 1.0 | -0.7 | 15 | -0.2 | -6 | -3 | 0.4 | -3.6
COc1ccc(-c2nsc3c(N4CCCC4)ncnc23)cc1
    . | -0.4 | -0.5 | 5 | -1.9 | 7 | -3 | -0.7 | -1.5
COc1ccc(N2C(=O)/C(=C/c3ccco3)C(=O)NC2=S)cc1
    -2.4 | 1.8 | -1.2 | -17 | -0.5 | 5 | 1 | -0.7 | 32*
Cc1cc(C(=O)CSc2nnc(C3CC3)n2C2CC2)c(C)n1C(C)C
    2.6 | 0.5 | -0.8 | 0 | i | -1 | 3 | 2.2 | 0.1
C/C(=N\NC(=O)CCc1ccc(S(=O)(=O)N2CCOCC2)cc1)c1ccccc1Cl
    1.6 | 1.2 | 0.7 | 3 | -0.8 | -2 | -1 | 3.9 | -1.5
Cn1c(=O)[nH]c(=O)c2c1nc(N1CCOCC1)n2CCSc1nc2ccccc2[nH]1
    . | -0.2 | -1.5 | -6 | -0.7 | 5 | 5 | 1.0 | 0.0
CCC(CC)C(=O)NCCc1cc2ccc(OC)cc2[nH]c1=O
    . | -0.7 | . | 2 | i | 17 | 6 | -1.7 | -0.6

# High-throughput results: PubChem BioAssay, several laboratories
